Screening results: PubChem BioAssay, National Center for Advancing Translational Sciences (NCATS)
Tb PGK inh: inhibitors of T. brucei phosphoglycerate kinase; P07378; PGK/GAPDH coupled, Kinase-Glo luminescence, 60 min; Potency, µM (titrated, usually from 57.5 µM), for inactives: top-dose activity change, negative = inhibition, usual class: inhibitors; 0.043% of 380,000 active; AID 602233; further: on the % scale 0 is the no-effect control and ±100 the full control effect; nearly all actives have a fitted effect of over 60% in size
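Luminescent ATP detection (Kinase-Glo Plus) follows a 60-minute room-temperature incubation, with wells lacking PGK as controls. Buffer: 100 mM TEA (pH 7.6), 5 mM MgCl2, 0.01% Tween-20. Coupling enzyme GAPDH (100 nM final) supplies unstable 1,3-BPG in-well.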
HP1b binding inh: blocks HP1-beta chromodomain binding to methylated histone tails; AlphaScreen HP1-beta / biotin-H3K9me3 peptide binding; Potency, µM (highest dose often 114 µM), without a hit: at the highest dose activity change, negative = inhibition, usual class: inhibitors; 0.56% of 390,000 active; AID 540317; further: nearly all actives have a fitted effect of over 70% in size; inactives centre near 23
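AlphaScreen: HP1-beta (50 nM) preformed 30 min with biotin-H3(1-18)K9me3 peptide (50 nM) in PBS pH 7.4, 0.01% Tween-20. Compound added for 30 min at RT, then streptavidin donor/nickel chelate acceptor beads (10 ug/mL) for 30 min.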
POLI inh: DNA polymerase iota (human) inhibition. Pol iota fluorescent replication assay, 10 min. Potency, µM (titrated, usually from 115 µM), for inactives: at the top dose activity, negative = inhibition, most hits filed as inhibitors. 1% of 390,000 active. AID 588590
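Fluorescent replication assay read twice, at 0 min and 10 min after adding 50 nM (final) substrate. Enzyme (10 nM) and compounds were first incubated 15 min at room temperature; enzyme-free buffer wells were negative controls.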
Pin1 inh: human Pin1 inhibition; Q13526; Pin1 FP peptide displacement, HiFluor488, 10 min; Potency, µM (series often up to 115 µM), inactives show top-dose activity, negative = inhibition, usual class: inhibitors; 0.009% of 390,000 active; active means well fitted inhibition curve with a large enough effect in the polarisation, with a control signal flat, not every such curve was filed as active; inconclusive means small, poorly fitted or top-dose-only effect, or effect the other way, or a change in a side signal; inactive means no such curve, though single readings can be large or run the other way; the % refers to the polarisation; further: on the % scale 0 is the no-effect control and ±100 the full control effect
GLS inhibitor: inhibitors of human glutaminase (GLS) | O94925 | GLS enzymatic activity, qHTS titration | Potency, µM (highest dose often 45.5 µM), without a hit: at the top dose activity change, negative = inhibition, actives largely listed as inhibitors | 0.21% of 410,000 active | AID 624170; further: on the % scale 0 is the no-effect control and ±100 the full control effect
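hKGA in 45 mM KH2PO4 (pH 8.2), 0.02% Tween-20 with compound, then 1mM L-Glutamine (stock as added) plus glutamate oxidase/HRP/Amplex red coupling mix. Fluorescence read initially and after 30 min at RT; signal change reflects glutamate formation.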
JMJD2A Tudor: blocks the human JMJD2A Tudor domain | AlphaScreen JMJD2A-Tudor / H3K4me3 peptide binding | Potency, µM (doses to about 114 µM), without a hit: at the highest dose activity change, negative = inhibition, actives largely listed as inhibitors | 4.4% of 390,000 active | AID 504339; further: on the % scale 0 is the no-effect control and ±100 the full control effect; nearly all actives have a fitted effect of over 50% in size
Target sequence (O75164 whole entry, looked up, the tested form may be a part): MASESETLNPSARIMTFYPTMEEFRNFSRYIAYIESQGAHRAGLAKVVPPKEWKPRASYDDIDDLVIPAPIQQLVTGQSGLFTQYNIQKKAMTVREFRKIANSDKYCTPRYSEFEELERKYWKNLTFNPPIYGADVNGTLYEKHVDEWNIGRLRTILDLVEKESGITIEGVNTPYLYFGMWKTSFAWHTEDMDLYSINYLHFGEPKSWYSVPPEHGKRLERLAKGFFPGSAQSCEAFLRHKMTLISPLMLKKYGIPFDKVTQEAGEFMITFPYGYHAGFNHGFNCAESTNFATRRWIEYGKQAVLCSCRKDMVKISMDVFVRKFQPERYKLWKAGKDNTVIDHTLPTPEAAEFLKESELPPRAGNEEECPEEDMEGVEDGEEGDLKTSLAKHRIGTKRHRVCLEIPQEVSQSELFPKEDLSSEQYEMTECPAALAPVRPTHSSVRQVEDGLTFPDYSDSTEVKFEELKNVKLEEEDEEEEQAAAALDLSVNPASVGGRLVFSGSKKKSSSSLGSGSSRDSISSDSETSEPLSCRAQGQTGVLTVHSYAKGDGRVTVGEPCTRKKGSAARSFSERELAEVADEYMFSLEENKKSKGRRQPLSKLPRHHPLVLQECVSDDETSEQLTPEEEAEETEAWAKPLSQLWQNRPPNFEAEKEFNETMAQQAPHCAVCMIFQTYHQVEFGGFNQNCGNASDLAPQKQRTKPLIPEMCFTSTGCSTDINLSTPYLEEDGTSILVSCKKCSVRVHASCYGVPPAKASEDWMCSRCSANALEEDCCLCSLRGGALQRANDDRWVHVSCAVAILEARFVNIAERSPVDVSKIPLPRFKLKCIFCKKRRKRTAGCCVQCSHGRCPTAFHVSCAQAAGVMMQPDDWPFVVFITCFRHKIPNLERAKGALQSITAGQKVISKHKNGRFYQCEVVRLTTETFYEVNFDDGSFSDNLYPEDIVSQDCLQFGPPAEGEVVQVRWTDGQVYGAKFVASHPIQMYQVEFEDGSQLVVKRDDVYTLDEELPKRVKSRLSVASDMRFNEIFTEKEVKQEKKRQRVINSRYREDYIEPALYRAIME
BLM inh: inhibitors of human Bloom syndrome helicase BLM; P54132; AID 2528; Potency, µM (doses to about 56.1 µM), for the others: at the highest dose activity change, negative = inhibition, usual class: inhibitors; 0.2% of 350,000 active; recombinant BLM DNA unwinding, fluorescence dequenching;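 further: plate controls were vehicle for no effect and no enzyme for full effect; nearly all actives have a fitted effect of over 35% in size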
G9a block: inhibitors of human histone lysine methyltransferase G9a; 8.8% of 350,000 active; G9a H3K9 monomethylation, AlphaScreen, 2 h; Q96KQ7; Potency, µM (top dose mostly 102 µM), without a hit: at the highest dose activity, negative = inhibition, hits mostly inhibitors; further: on the % scale 0 is the no-effect control and ±100 the full control effect; nearly all actives have a fitted effect of over 75% in size
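Chemiluminescent proximity detection of H3K9 monomethylation, read after 10 min bead incubation in the dark. Reaction: 20 nM G9a, 500 nM biotin-H3K9 peptide, 20 uM SAM cofactor, 2 h, room temperature, following 15 min enzyme-compound preincubation.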
BAZ2B inh: inhibitors of human BAZ2B bromodomain. AlphaScreen BAZ2B-H3K14Ac peptide displacement. Potency, µM (top dose mostly 114 µM), for inactives: at the top dose activity change, negative = inhibition, usual class: inhibitors. 4.4% of 360,000 active. AID 504333; further: on the % scale 0 is the no-effect control and ±100 the full control effect; nearly all actives have a fitted effect of over 60% in size
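BAZ2B 50 nM plus b-H3(5-23)K14Ac 50 nM, PBS pH 7.4/0.01% Tween-20, 30 min RT; compound added (max 110 uM), 30 min RT; streptavidin donor/Ni-chelate acceptor beads 10 ug/mL final, 20 min dark; AlphaScreen read.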
The depositor's hits bear a star; i = inactive; ? = inconclusive; / = not tested or not shown; & = joins results of further samples; [ ] = dose if it differs, or a comment. Unless noted, the call rests on the fitted dose curve; in most records, active means well fitted curve in the direction sought with a large enough effect; inconclusive means small, poorly fitted or top-dose-only effect, or another doubt; inactive means no such curve, though single readings can be large; an effect the other way counts as inactive or inconclusive. Potency means the concentration at half of the fitted maximal effect. An excerpt, so the mix of outcomes need not match the whole.

SMILES	Tb PGK inh	HP1b binding inh	POLI inh	Pin1 inh	GLS inhibitor	JMJD2A Tudor	BLM inh	G9a block	BAZ2B inh
COC(=O)C1CCN(C(=O)NC(C)(C)C)CC1	-4.4%	10.1%	61.5%[activator]	3.5%	1.0%	-16.4%	-2.7%	8.2%[12.7 µM]	12.7%
CC(C)CCN(C(=O)c1ccncc1)c1c(N)n(Cc2ccccc2)c(=O)[nH]c1=O	-6.0%	40.7%[activator]	27.6%	22.0%	-0.1%	4.4%	/	-1.3%[12.7 µM]	9.8%
CSc1ncccc1C(=O)N(C)CC(=O)Nc1ccc(Cl)cc1	-1.2%	55.6%[activator]	5.5%	-10.8%	-2.6%	-6.8%	-0.5%	2.4%[59 µM]	1.8%
Cc1ccn2c(=O)nc(SCC(=O)c3ccccc3)nc2c1	5.6%	24.7%	44.7µM*	?	9.8%	-31.7%	/	?	-29.1%
CC(C)NC(=O)[C@H](CSCc1ccccc1)N1Cc2ccccc2C1=O	-6.5%	37.5%	-9.1%	-2.2%	2.4%	-13.1%	2.8%	5.0%	2.0%
CCN(Cc1ccccc1)C(c1ccc(C)cc1)c1nnnn1C(C)(C)CC (stereo unspecified)	-9.4%	44.5%[activator]	13.9%	-0.5%	1.3%	8.6%	-10.1%	-4.0%[59 µM]	1.6%
CCCCN1CCNC[C@@H]1Cc1ccccc1	-7.9%	24.8%	-2.6%	-5.8%	8.2%	-21.8%	/	?	4.6%
CCCc1cc(N2CCCC(C(=O)NCC)C2)n2ncnc2n1 (stereo unspecified)	-7.0%	24.5%	-7.1%[58.9 µM]	-9.0%	-4.2%	-12.7%	-1.9%	13.4%[59 µM]	0.9%
COCC(C)N=C1NN=C(c2cccs2)C(CC(=O)O)S1 (stereo unspecified)	-0.3%	10.7%	16.3%	-3.2%	-0.4%	-6.5%	-3.2%	50.1µM*	-31.1%
COc1ccccc1OCCNC(=O)c1cccs1	-3.1%	9.4%	9.5%	7.6%	9.1%	3.1%	-0.9%	-9.7%[59 µM]	4.6%
COC(=O)C1=CN(Cc2ccc(OC)c(OC)c2)C=C(C(=O)OC)C1c1cccs1	i	134.1%[activator]	60.2%[activator]	9.7%	2.8%	28.5%	-14.2%	72.7%[activator]	18.6%
O=C(Nc1ccnn1C1CCN(C(=O)c2ccc(C(F)(F)F)cc2)CC1)C1CC1	i	30.2%	40.5%[activator]	-3.7%	-2.3%	-7.6%	0.8%	7.6%	-15.9%
Cn1c(=O)n(C)c2cc(/C=C(/C#N)C(=O)NCc3ccco3)ccc21	i	-21.5%	151.6%[activator]	2.2%	5.1%	-12.0%	0.7%	/	-20.0%
CCOc1ccc(CCNC(=O)COC(=O)CNC(=O)c2ccc(Br)o2)cc1OCC	-3.0%	14.2%	20.9%	44.5%[activator]	2.1%	4.1%	/	?	-2.0%
COC(=O)c1ccc(OC(=O)C2CSC3(C)CCC(=O)N23)cc1 (stereo unspecified)	-5.8%	31.9%	0.6%	-5.5%	2.4%	5.5%	/	56.2µM*	-0.4%
Cn1c(=O)n(-c2ccc(Cl)cc2)c(=O)c2c3c(sc21)COC(C)(C)C3	-1.5%	19.9%	2.0%	-8.6%	-1.2%	-6.3%	-3.0%	0.7%[12.7 µM]	1.3%
COCCCn1c(C(=O)NCCC2=CCCCC2)cc2c(=O)n3cccc(C)c3nc21	2.6%	58.7%[activator]	46.9%[activator]	-4.9%	-2.2%	9.0%	-4.8%	12.9%	4.1%
CCCCn1c(N)c(N(CC(C)C)C(=O)c2cccs2)c(=O)[nH]c1=O	-9.6%	20.7%	21.5%	-3.5%	-5.2%	-12.4%	/	?	-11.0%
COc1cc2oc3ccccc3c(=O)c2cc1OC	-4.0%	20.9%	?	7.2%	1.9%	-9.5%	4.0%	-3.1%[12.7 µM]	1.8%
CC(C)c1ccc(NC(=O)CCNS(=O)(=O)c2cccc3nsnc23)cc1	0.7%	3.0%&17.5%	6.9%&13.7%	-6.8%&1.5%	13.6%&0.0%	-21.2%&-17.8%	-4.8%&0.1%	?	-7.1%&-4.2%
COc1ccc(-n2cc(CNCCc3ncc(C)[nH]3)c(-c3ccccc3Cl)n2)cc1	-4.5%	29.7%	23.9%	2.3%	-5.5%	-28.0%	-10.1%	35.5µM*	?
CC(=O)N(Cc1cccnc1)c1nc2cc(C)cc(C)c2s1	-6.5%	35.6%	17.7%	5.4%	0.1%	-4.5%	0.4%	-6.0%[59 µM]	-0.9%
CC(C)(C)c1ccc(OCCn2cc(C(=O)c3ccco3)c3ccccc32)cc1	3.7%	17.2%	-26.9%	44.1%[activator]	6.6%	-20.6%	-14.7%	-10.4%[59 µM]	-38.6%
COc1ccc([C@H]2/C=C\CN(C(=O)CC(C)(C)C)[C@@H](C)C(=O)N2Cc2ccc(F)cc2)cc1	6.8%	42.2%[activator]	31.3%[activator]	3.3%	1.3%	-13.5%	/	/	/
O=C(c1ccco1)N1CCN(C(c2ccccc2F)c2nnnn2CC2CCCO2)CC1 (stereo unspecified)	-2.0%	38.1%	-10.0%	-1.6%	3.4%	-21.3%	-5.0%	-47.0%[12.7 µM]	?
Cc1cc(C)cc(N(C(C)C(=O)NC2CCCC2)S(C)(=O)=O)c1 (stereo unspecified)	17.9%	37.4%	4.4%	0.3%	3.2%	-10.9%	-1.8%	15.1%	-3.6%
CCC(CC)c1nnc(NC(=O)COc2ccc3c(c2)OCO3)s1	-9.9%	?	26.8%	1.6%	-23.9%	?	-1.4%	8.91µM*	?
O=C(Nn1c(SCc2ccc(F)cc2)nc2ccsc2c1=O)c1ccccc1	4.6%	16.8%	-0.6%	18.8%	-7.7%	-20.3%	-14.1%	20.1%[59 µM]	-21.6%
CN1CCN(c2nnc(-c3ccc(F)cc3)c3ccccc23)CC1	-8.8%	-19.0%	23.1%	-8.7%	3.3%	?	4.5%	39.8µM*	-27.8%
O=C(NCCc1cccc(Cl)c1)c1ccc(Cl)c([N+](=O)[O-])c1	i	-10.6%	139.4%[activator]	-6.6%	-18.2%	?	-1.8%	-3.6%[59 µM]	-6.9%

Whole records, looked up by structure.
`O=C(Nn1c(SCc2ccc(F)cc2)nc2ccsc2c1=O)c1ccccc1` reads Tb PGK inh: 4.6%; HP1b binding inh: 16.8%; POLI inh: -0.6%; Pin1 inh: 18.8%; GLS inhibitor: -7.7%; JMJD2A Tudor: -20.3%; BLM inh: -14.1%; G9a block: 20.1%[59 µM]; BAZ2B inh: -21.6%
`O=C(NCCc1cccc(Cl)c1)c1ccc(Cl)c([N+](=O)[O-])c1` reads Tb PGK inh: i; HP1b binding inh: -10.6%; POLI inh: 139.4%[activator]; Pin1 inh: -6.6%; GLS inhibitor: -18.2%; JMJD2A Tudor: ?; BLM inh: -1.8%; G9a block: -3.6%[59 µM]; BAZ2B inh: -6.9%
`CCC(CC)c1nnc(NC(=O)COc2ccc3c(c2)OCO3)s1` reads Tb PGK inh: -9.9%; HP1b binding inh: ?; POLI inh: 26.8%; Pin1 inh: 1.6%; GLS inhibitor: -23.9%; JMJD2A Tudor: ?; BLM inh: -1.4%; G9a block: 8.91µM*; BAZ2B inh: ?

Next records follow:
SMILES	Tb PGK inh	HP1b binding inh	POLI inh	Pin1 inh	GLS inhibitor	JMJD2A Tudor	BLM inh	G9a block	BAZ2B inh
Cc1ccc(C)c(Cn2nnc3c(=O)[nH]c(C(=O)NCc4ccco4)nc32)c1	?	20.1%	22.4µM*	?	-3.1%	?	-3.0%	?	-5.6%
Cc1nc([N+](=O)[O-])c(N2CCN(Cc3ccccc3)CC2)n1Cc1ccccc1	3.7%	8.0%	6.5%	-4.5%	1.7%	-19.5%	0.5%	-2.7%	-8.9%
O=C(O)CCc1ccc(-c2cccs2)n1Cc1ccco1	/	4.9%	?	-10.4%	10.7%	?	-5.9%	?	50.1µM*
CN(C)c1ccc(NC(=O)CSC2=Nc3ccccc3C3=NC(CCC(=O)NCc4cccs4)C(=O)N23)cc1 (stereo unspecified)	-10.8%	-3.6%	25.6%	-6.8%	0.9%	?	3.2%	?	?
Cc1cc(=O)n2nc(N3CCCC(C(=O)NCCC4=CCCCC4)C3)sc2n1 (stereo unspecified)	-0.8%	24.0%	5.7%	2.5%	3.0%	-1.7%	-3.8%	4.2%[12.7 µM]	0.3%
CCCCn1c(SCC(=O)Nc2sc3c(c2C(N)=O)CCC3)nnc1-c1ccccc1	-8.1%	-11.7%	?	25.9%	-9.8%	?	/	/	/
COCCCN(C(=O)CCOc1ccc(C)cc1)c1c(N)n(Cc2ccccc2)c(=O)[nH]c1=O	13.0%	14.1%	16.7%	-1.3%	7.8%	-4.8%	/	-6.1%	10.3%
CC(C)(C)n1nc(-c2ccc(F)cc2)c2c(N)ncnc21	2.3%	14.6%	7.7%	-2.4%	-15.0%	-20.4%	-7.0%	-33.1%	-4.1%
CC(=O)N(CCC(Cc1ccccc1)c1ccco1)Cc1ccco1 (stereo unspecified)	-0.2%	1.3%	?	6.6%	-13.3%	-35.4%	-18.6%	?	?
CC(=N\Nc1ccccc1)/C(=N/O)C(=O)Nc1ccccc1	-2.9%	9.8%	6.7%	0.7%	15.4%	-14.8%	-2.3%	6.4%[59 µM]	0.3%
C/C(=N\NC(=O)c1ccc(Cn2cc(Br)cn2)o1)c1ccc(NC(=O)c2ccoc2C)cc1	-7.3%	-4.6%	25.4%	9.2%	-3.7%	-30.6%	-6.6%	/	?
O=C(Cc1ccc(-c2ccccc2)cc1)NCCS(=O)(=O)N1CCN(c2ccccc2)CC1	11.7%	10.4%[57 µM]	-11.1%	1.7%	-10.2%	-3.5%	-1.0%	2.9%[59 µM]	-1.6%
CCOc1ccc(CN(Cc2ccco2)C(c2cccs2)c2nnnn2C(C)(C)C)cc1 (stereo unspecified)	17.6%	27.6%	2.4%	-5.8%	2.2%	-3.4%	-9.2%	-46.4%	1.5%
Cc1cc(C(=O)NNC(=O)COc2ccccc2Cl)n[nH]1	-6.7%	29.2%	28.6%	3.7%	2.4%	11.9%	-1.1%	79.4µM*	4.4%
